# Bioassay records as filed in PubChem.
# influenza NS1A = H1N1 influenza NS1A inhibitors, functional cell based assay (AID 504329); NS1A functional cell-based assay, percent inhibition; higher % means a stronger effect; inhibition, % at 12.5 µM; hits with a dose series show IC50 in µM; 0.3% of 340,000 active; in the data active = a potency from the dose series; inconclusive = inhibition above about 27% without an active follow-up result; also: strong numbers were not always called active
# M. tuberculosis = growth inhibition of non-replicating M. tuberculosis (AID 488890); Mycobacterium tuberculosis non-replicating, growth inhibition; higher % means a stronger effect; one-dose inhibition, % at 25 µM; IC50 in µM for titrated hits; 0.39% of 320,000 active; in the data active = a potency from the dose series; inconclusive = inhibition mostly from about 82% at the one dose, without a potency; inactive = the rest, 99 in 100 with inhibition below about 76%;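 also: plate controls were DMSO cells for no effect and high antibiotic wells for full effect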
# M. tuberculosis HTS = M. tuberculosis growth inhibition, HTS (AID 449762). 0.59% of 330,000 active. inhibition, % at 25 µM, or IC50 in µM where a hit was titrated. M. tuberculosis H37Rv growth inhibition, 7H9 media; higher % means a stronger effect; in the data active = a potency from the dose series; inconclusive = inhibition above about 70% without an active follow-up result;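 also: bacterial growth assessed after seven days of incubation; strong numbers were not always called active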
# PhoP GFP inhibition = Inhibition of PhoP regulon, Salmonella typhi GFP reporter cells, confirmation, 4 h (AID 1850) | inhibition, % at 50 µM, or IC50 in µM where a hit was titrated | Salmonella Typhi PhoP-promoter GFP reporter, fluorescence, 4 h; higher % means a stronger effect | 0.33% of 310,000 active; in the data active = a potency from the dose series; inconclusive = inhibition mostly from about 25% at the one dose, without a potency; inactive = the rest, 99 in 100 with inhibition below about 19%;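 also: 0% = induced wells with vehicle and 100% = uninduced wells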
# inhibitors of VEEV = inhibitors of VEEV TC-83 cytopathic effect, confirmation, Vero cells (AID 588727); Vero cells, VEEV TC-83 cytopathic effect inhibition; higher % means a stronger effect; one-dose inhibition, % at 20 µM; IC50 in µM for titrated hits; 0.13% of 350,000 active; in the data active = a potency from the dose series; inconclusive = inhibition mostly from about 14% at the one dose, without a potency; inactive = the rest, 99 in 100 with inhibition below about 12%; also: strong numbers were not always called active
# inhibitors of VEEV 10K pilot screen = second read-out of inhibitors of VEEV, no call of its own (marks repeat the call); inhibition, %; measured here: 10K pilot screen inhibition
# An asterisk follows results filed as active; i = inactive; ? = inconclusive; . = no result given; & = joins results of further samples. Compounds were not picked by outcome. Share with any hit: about 1.5%.
SMILES,influenza NS1A,M. tuberculosis,M. tuberculosis HTS,PhoP GFP inhibition,inhibitors of VEEV,others
Cc1nc(COc2cc3oc(=O)cc(C)c3cc2Cl)cs1,-5.7%,6.3%,9.4%,-15.2%,0.8%,
O=C(COC(=O)c1ccccn1)Nc1nc(-c2ccccc2)cs1,8.0%,40.4%,-5.2%,0.7%,i,
Cc1ccc(C)c(NS(=O)(=O)c2ccc3[nH]c(=O)[nH]c3c2)c1,-7.2%,-10.8%,-10.9%,6.9%,1.9%,
O=S(=O)(c1ccc(Cl)cc1)n1ccc2cccnc21,-3.5%,-16.3%,-9.7%,-9.6%,2.0%,
O=C(O)CCC(=O)N(Cc1cccs1)Cc1cccs1,3.1%,3.6%,-4.8%,16.0%,0.3%,
Cc1cc(N)n(-c2ccc(Oc3ccccc3)c(S(=O)(=O)O)c2)n1,-15.5%,.,.,.,0.7%,
Cc1ccc(C(=O)N2CCN(C)CC2)cc1S(=O)(=O)N1CCCCC1,-0.5%,.,.,.,i,
Cc1ccc(-n2cccc2/C=C2\C(=N)N3N=C(C(C)C)SC3=NC2=O)cc1,3.2%,64.9%,7.5%,-4.5%,3.6%,
O=C(Nc1ccccc1)c1ccc(F)cc1F,0.9%,-2.7%,-6.0%,6.0%,0.6%,
O=C(CCCn1c(=O)c2cccn2c2cccnc21)NCc1cccc(Br)c1,-1.6%,-2.6%,1.4%,2.7%,0.7%,
O=C(Nc1ccncc1)c1cccs1,-0.7%,-18.8%,-2.6%,7.1%,2.0%,
CCCC1=[N+](CC)CCn2c(C)ccc21,-3.0%,13.0%,-10.9%,1.6%,0.5%,
Cc1nn(-c2ccccc2)c2c1C(c1cccs1)C(C#N)=C(N)O2 (centres undefined),11.8%,-12.1%,0.4%,-3.0%,1.7%,
Cc1ccc(C(=O)NN2CCOCC2)cc1,-2.2%,-5.0%,-1.2%,1.3%,0.1%,
NC(=O)c1cc2ccccc2o/c1=N\NC(=O)c1ccco1,4.0%,6.4%,-6.1%,3.6%,7.4%,
COc1ccc(N(CC(=O)N/N=C/c2ccc3c(c2)OCO3)S(=O)(=O)c2ccc(NC(C)=O)cc2)cc1,-7.4%,16.4%,7.4%,2.0%,1.5%,
COc1ccc(C)cc1C1=CC(=O)C[C@H](c2ccc(F)cc2)C1,-0.6%,-0.8%,7.2%,.,1.3%,
O=C(NC(=S)NCc1ccco1)c1ccccc1[N+](=O)[O-],5.7%,7.8%,-7.4%,-8.3%,5.6%,
O=C(O)C(Oc1ccc2c3c(c(=O)oc2c1)CCC3)c1ccccc1 (centres undefined),7.0%,-8.5%,-2.2%,8.0%,0.4%,
O=c1cc(N2CCCC2)[nH]c(=O)n1-c1ccc(Cl)cc1,8.0%,-24.6%,-0.7%,-3.9%,0.2%,
O=C(N/N=C/c1cc(Br)ccc1O)c1cccc(N2CCCC2=O)c1,-7.4%,.,9.0%,5.0%,?,
COc1ccccc1CNC(=O)[C@@H]1CCCN1S(=O)(=O)c1ccccc1F,11.1%,9.2%,6.0%,10.8%,1.3%,
COc1ccc(NC(=O)CN(C)C(=O)C2CC(=O)N(c3cccc4ccccc34)C2)cc1 (centres undefined),-1.5%,-1.2%,0.4%,.,i,
COc1ccc(-c2cc(C(F)(F)F)nc(-n3cc(Cl)cn3)n2)cc1,-123.9%,47.0%,4.3%,-8.4%,6.2%,
CC(C)c1c(O)nc(SCc2ccccc2)[nH]c1=O,-2.8%,17.0%,-5.0%,7.6%,1.5%,

# Later entries
SMILES,influenza NS1A,M. tuberculosis,M. tuberculosis HTS,PhoP GFP inhibition,inhibitors of VEEV,others
Cc1ccc(S(=O)(=O)N(C)CC(=O)N2CCCCCC2)cc1,-3.5%,-1.7%,-5.9%,4.3%,i,
COc1ccc(CCNC(=O)COc2ccc3c(C)cc(=O)oc3c2)cc1,-21.0%,3.9%,8.6%,.,3.1%,
C[N+]1(CCC(=O)c2ccccc2)CCCCC1,-7.1%,?,-4.0%,-4.7%,4.8%,
COc1cc(C(C(=O)Nc2c(C)cccc2C)N(C)C(=O)c2ccc(-n3cnnn3)cc2)ccc1O (centres undefined),12.2%,10.7%,-10.7%,10.0%,1.6%,
O=C(NCC1CCCO1)C(c1ccncc1)N(Cc1cccs1)C(=O)Cn1nnc(-c2ccc(F)cc2)n1 (centres undefined),-0.7%,-1.3%,-2.2%,3.1%,0.9%,
CCOP(=O)(OCC)/C(=N/OC(=O)c1ccc(OC)cc1)C(N)=O,-15.3%,2.6%,1.2%,5.4%,i,
CC(C)C[C@@H](CN1C(=O)C(=O)NC[C@@H]1CC(C)C)NC(=O)Cc1ccccc1,-3.0%,3.4%,4.4%,.,0.1%,
CN1CCN(C(=O)c2cn(-c3ccccc3)nc2-c2cccs2)CC1,6.6%,3.0%,8.1%,-9.3%,0.1%,
COc1ccc(C(=O)Nc2ccc(S(=O)(=O)Nc3cc(C)nc(C)n3)cc2)cc1,18.2%,30.1%,5.1%,8.6%,2.7%,
CCS(=O)(=O)NCCc1csc(C)n1,8.8%,-10.7%,-1.6%,1.7%,i,
Cc1cc(NC(=O)COC(=O)c2c(C)nn(-c3ccccc3)c2C)no1,3.6%,-6.8%,-3.8%,0.7%,5.2%,
O=C(N/N=C1/CCCc2ccccc21)C(c1ccccc1)c1ccccc1,2.9%,-0.7%,-2.0%,-8.1%,3.0%,
O=c1cc2[nH]c3ccccc3c(=O)n2nc1-c1ccccc1,2.5%,7.1µM*,6.91µM*,-0.1%,8.5%,
CC(CNS(=O)(=O)c1ccc2c(c1)CC(=O)N2C)c1ccccc1 (centres undefined),5.4%,13.3%,2.9%,-7.9%,0.2%,
COc1cccc(-c2nnc3n2N=C(c2cccc(Br)c2)CS3)c1,-6.0%,6.6%,2.3%,-10.4%,0.0%,
CCCN(C(=O)COC(=O)CNS(=O)(=O)c1ccc(NC(C)=O)cc1)C1CCS(=O)(=O)C1 (centres undefined),0.1%,.,.,.,1.0%,
CCOC(=O)C1(Cc2ccc(OC)cc2)CCN(C(=O)c2cncs2)CC1,6.7%,-27.1%,-0.7%,-10.6%,0.2%,
CSc1nc(N)c2c3c(sc2n1)COC(C(C)C)C3 (centres undefined),0.2%,4.6%,6.8%,-9.7%,1.3%,
CCOc1ccccc1Nc1cc2n(c(=O)n1)CCc1cc(OC)c(OC)cc1-2,-6.2%,14.9%,0.4%,-5.8%,9.9%,
COc1ccc(OCCSc2nc3ccccc3c(=O)[nH]2)cc1,6.9%,4.0%,26.0%,-4.5%,i,
Cc1ccc(Cn2nnc3c(=O)n(CC(=O)NCC4CCCO4)cnc32)cc1 (centres undefined),-8.7%,3.7%,1.8%,-7.6%,0.1%,
CC(OC(=O)Cc1ccccc1[N+](=O)[O-])C(=O)Nc1ccc(Cl)cn1 (centres undefined),-5.2%,60.5%,3.7%,-5.5%,0.2%,
CCSC1=N/C(=C\C=C2/Oc3ccccc3N2CC)C(=O)S1,-10.5%,15.7%,3.4%,1.1%,0.9%,
O=C(O)c1cccc(NS(=O)(=O)c2ccc(Cl)c(C(=O)Nc3cccc([N+](=O)[O-])c3)c2)c1,2.7%,2.8%,-4.5%,11.3%,0.6%,
CCOC(=O)/C(=N\Nc1ccc(Cl)cc1)Sc1nnc(-c2ccc(OC)cc2)n1C,-0.5%,5.9%,-5.6%,-7.0%,0.7%,

# Next section; the last three above are carried over.
SMILES,influenza NS1A,M. tuberculosis,M. tuberculosis HTS,PhoP GFP inhibition,inhibitors of VEEV,others
CCSC1=N/C(=C\C=C2/Oc3ccccc3N2CC)C(=O)S1,-10.5%,15.7%,3.4%,1.1%,0.9%,
O=C(O)c1cccc(NS(=O)(=O)c2ccc(Cl)c(C(=O)Nc3cccc([N+](=O)[O-])c3)c2)c1,2.7%,2.8%,-4.5%,11.3%,0.6%,
CCOC(=O)/C(=N\Nc1ccc(Cl)cc1)Sc1nnc(-c2ccc(OC)cc2)n1C,-0.5%,5.9%,-5.6%,-7.0%,0.7%,
Clc1ccccc1OCCCCN1CCCCC1,-11.4%,38.4%,2.7%,-2.9%,i,
O=C(N/N=C/C=C/c1ccccc1[N+](=O)[O-])c1cccnc1,6.4%,.,7.0%,1.5%,0.9%,
Cc1ccc(CCNC(=O)CN2C(=O)COc3ccc(S(=O)(=O)N4CCOCC4)cc32)cc1,3.2%,23.4%,9.9%,5.9%,0.3%,
CCCOc1ccc(/C=N/NC(=O)C(=O)Nc2ccccn2)cc1,5.4%,22.0%,?,-2.5%,1.8%,
COc1ccc(C2=Nn3c(nnc3-c3ccccc3C(F)(F)F)SC2)cc1OC1CCOC1 (centres undefined),-0.7%,24.8%,-1.3%,.,8.4%,
CC(C)Cn1c(N)c(C(=O)CSc2nnc(-c3ccco3)n2C)c(=O)n(C)c1=O,-21.6%,-6.3%,-6.1%,.,0.9%,
O=C(NOC(=O)c1c(F)cccc1Cl)c1ccc(Cl)c(Cl)c1,0.2%,9.8%,-6.6%,-1.6%,1.0%,
Cc1ccc(C)c(NC(=O)CCNS(=O)(=O)c2ccc3[nH]c(=O)oc3c2)c1,2.7%,1.8%,-1.7%,3.4%,0.1%,
NC(=O)c1cc(-c2cccnc2)nc2ccc(Br)cc12,-3.3%,7.5%,7.6%,13.7%,4.0%,
O=C(COc1ccc2ccc(=O)oc2c1)Nc1nccs1,-2.7%,9.8%,-6.9%,-0.8%,1.0%,
CCOC(=O)c1ccc(N/C=C/C(=O)c2ccc(OC)cc2)cc1,-7.2%,31.9%,?,-0.6%,0.2%,
CNC(=O)c1[nH]cnc1C(=O)N[C@@H](CCCCNC(=O)OC(C)(C)C)C(=O)OC(C)(C)C,-4.6%,60.9%,-5.7%,6.7%,0.4%,inhibitors of VEEV 10K pilot screen=8.0
COc1ccc(-n2nc(C(=O)N3CCC(N4CCCCC4)CC3)c3c4ccccc4n(C)c3c2=O)cc1,1.5%,3.3%,3.9%,-6.1%,0.3%,
CC(CN1C(C)CCCC1C)OC(=O)c1ccc(Cl)cc1 (centres undefined),0.3%,11.7%,6.1%,-5.7%,1.5%,
NC(=O)C1CCN(CC(=O)N2N=CCC2c2ccccc2)CC1 (centres undefined),0.0%,1.1%,-1.7%,-5.0%,0.3%,
O=C(c1cccc([N+](=O)[O-])c1)N1CCCN(C(=O)c2cccc([N+](=O)[O-])c2)CC1,-3.8%,-4.0%,3.6%,0.2%,i,
O=C(O)C1Nc2c(Cl)cc(Cl)c(Cl)c2C2C=CCC12 (centres undefined),3.7%,-15.5%,5.2%,-1.3%,i,
COc1ccccc1N1CCN(CC(=O)Nc2nccs2)CC1,-16.0%,-2.5%,6.3%,8.4%,0.5%,
O=C(O)c1ccc2c(c1)C(=O)N(c1ccc(C(=O)OCC(=O)c3ccccc3)cc1)C2=O,-0.6%,11.0%,5.7%,-3.4%,0.7%,
COc1cc(/C=C/C(=O)N2CCN(c3ccccn3)CC2)cc(OC)c1OC,0.9%,8.7%,1.5%,-12.1%,11.0%,
O=C(NCc1ccco1)c1cccc(NC(=O)c2ccccc2)c1,8.9%,3.6%,-21.3%,3.8%,2.2%,
Cc1ccc(CC(=O)O/N=C(\N)Cc2ccc([N+](=O)[O-])cc2)cc1,-14.1%,70.9%,0.1%,-8.0%,1.7%,
O=c1cc(O)n(-c2ccc(Cl)cc2)c(=S)[nH]1,-1.2%,23.0%,-2.8%,4.7%,i,
CCOc1ccc(-c2nonc2NC(=O)c2ccco2)cc1OCC,6.5%,11.2%,5.0%,-0.7%,2.0%,
CC(=O)Nc1c(C(=O)c2ccccc2)oc2ccccc12,5.2%,10.1%,-0.8%,-8.1%,2.2%,
CSCc1c(C(=O)Nc2ccccc2N2CCOCC2)oc2ccccc12,-7.1%,22.4%,-15.1%,.,1.2%,
NC1=NC(=O)/C(=C\c2cccs2)S1,-1.5%,0.1%,-8.8%,1.1%,i,
CN1CCc2c(c3c(n2C)CCN(C)[C@@H]3c2cccnc2)[C@H]1c1cccnc1,1.4%,-10.0%&6.0%,-5.0%&-0.5%,3.4%&-1.9%,0.1%,
O=C(CSc1ncc(C(F)(F)F)cc1Cl)N1CCNC1=O,-8.9%,7.3%,2.7%,.,1.3%,

# An excerpt from above in order of heavy-atom count, highest first.
SMILES,influenza NS1A,M. tuberculosis,M. tuberculosis HTS,PhoP GFP inhibition,inhibitors of VEEV,others
CN1CCc2c(c3c(n2C)CCN(C)[C@@H]3c2cccnc2)[C@H]1c1cccnc1,1.4%,-10.0%&6.0%,-5.0%&-0.5%,3.4%&-1.9%,0.1%,
O=C(O)C1Nc2c(Cl)cc(Cl)c(Cl)c2C2C=CCC12 (centres undefined),3.7%,-15.5%,5.2%,-1.3%,i,
Clc1ccccc1OCCCCN1CCCCC1,-11.4%,38.4%,2.7%,-2.9%,i,
